# Assay outcomes deposited in PubChem BioAssay by several laboratories.
# KCNK9 block – KCNK9 potassium channel inhibitors, primary screen, HEK293 cells, thallium flux; AID 488922, 2010; 310,000 tested, 1.2% active; Potassium channel subfamily K member 9 (Homo sapiens), Q9NPC2; B-score at 10 µM; FluxOR thallium flux fluorescence; active compounds read low;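 active means ratio B-score over 3 SD below the library mean, with starting fluorescence within 5 SD of its mean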;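 further: negative B-score means less thallium flux so channel inhibition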
# HDAC3 inh – HDAC3 deacetylase inhibitors, primary screen, biochemical, fluorescence, cell-free homogeneous; Histone deacetylase 3 (Homo sapiens), O15379; recombinant HDAC3, fluorogenic peptide/trypsin coupled; inhibition, % at 8.3 µM; 320,000 tested, 0.15% active; AID 2718, 2010; in the data active means inhibition above about 26%, passing the limit was not always enough
# ANO1 activ – TMEM16A chloride channel activators or potentiators, primary screen, cell-based, HTS; AID 623877, 2012; B-score at 10 µM; HEK293 TMEM16A/YFP-H148Q/I152L, iodide quench fluorescence; active compounds read low; Anoctamin-1 (Mus musculus), Q8BHY3; 340,000 tested, 0.3% active;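 active means fluorescence-ratio B-score plate-corrected deviation score at least 3 library SD below zero, with starting fluorescence score within 5 deviations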;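 further: channel opened by trigger with iodide after compound preincubation; score built on the fluorescence ratio of max minus min over baseline; more negative score means more quench and so TMEM16A activation or potentiation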
# Dyrk1A ADPGlo – rat Dyrk1A kinase inhibitors, primary screen, biochemical, single point, plate reader; AID 504441, 2011; inhibition, % at 12.5 µM; ADP-Glo luminescence, NFATc1 peptide; Dual specificity tyrosine-phosphorylation-regulated kinase 1A (Rattus norvegicus), Q63470; 310,000 tested, 0.43% active; in the data active means inhibition above about 50%;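 further: plate controls were vehicle with enzyme for no effect and no enzyme for full effect; many of its hits are not listed in these tables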
# hERG rescue – hERG rescue from dofetilide block, primary screen, cell-based, CHO-hERG, FluxOR thallium flux, dofetilide IC70 | Voltage-gated inwardly rectifying potassium channel KCNH2 (Homo sapiens), Q12809 | AID 1511, 2009 | 310,000 tested, 0.51% active | dofetilide IC70 present | activation (rescue from dofetilide block), less the hit threshold, % at 10 µM;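 active means activation above the mean of controls blocked by dofetilide plus 5 SD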;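 further: thallium influx through hERG after potassium depolarization seen as dye fluorescence rise; in these data hits start at about 4.7%; inactives centre near -7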
# Target sequence (Q12809 whole entry, looked up): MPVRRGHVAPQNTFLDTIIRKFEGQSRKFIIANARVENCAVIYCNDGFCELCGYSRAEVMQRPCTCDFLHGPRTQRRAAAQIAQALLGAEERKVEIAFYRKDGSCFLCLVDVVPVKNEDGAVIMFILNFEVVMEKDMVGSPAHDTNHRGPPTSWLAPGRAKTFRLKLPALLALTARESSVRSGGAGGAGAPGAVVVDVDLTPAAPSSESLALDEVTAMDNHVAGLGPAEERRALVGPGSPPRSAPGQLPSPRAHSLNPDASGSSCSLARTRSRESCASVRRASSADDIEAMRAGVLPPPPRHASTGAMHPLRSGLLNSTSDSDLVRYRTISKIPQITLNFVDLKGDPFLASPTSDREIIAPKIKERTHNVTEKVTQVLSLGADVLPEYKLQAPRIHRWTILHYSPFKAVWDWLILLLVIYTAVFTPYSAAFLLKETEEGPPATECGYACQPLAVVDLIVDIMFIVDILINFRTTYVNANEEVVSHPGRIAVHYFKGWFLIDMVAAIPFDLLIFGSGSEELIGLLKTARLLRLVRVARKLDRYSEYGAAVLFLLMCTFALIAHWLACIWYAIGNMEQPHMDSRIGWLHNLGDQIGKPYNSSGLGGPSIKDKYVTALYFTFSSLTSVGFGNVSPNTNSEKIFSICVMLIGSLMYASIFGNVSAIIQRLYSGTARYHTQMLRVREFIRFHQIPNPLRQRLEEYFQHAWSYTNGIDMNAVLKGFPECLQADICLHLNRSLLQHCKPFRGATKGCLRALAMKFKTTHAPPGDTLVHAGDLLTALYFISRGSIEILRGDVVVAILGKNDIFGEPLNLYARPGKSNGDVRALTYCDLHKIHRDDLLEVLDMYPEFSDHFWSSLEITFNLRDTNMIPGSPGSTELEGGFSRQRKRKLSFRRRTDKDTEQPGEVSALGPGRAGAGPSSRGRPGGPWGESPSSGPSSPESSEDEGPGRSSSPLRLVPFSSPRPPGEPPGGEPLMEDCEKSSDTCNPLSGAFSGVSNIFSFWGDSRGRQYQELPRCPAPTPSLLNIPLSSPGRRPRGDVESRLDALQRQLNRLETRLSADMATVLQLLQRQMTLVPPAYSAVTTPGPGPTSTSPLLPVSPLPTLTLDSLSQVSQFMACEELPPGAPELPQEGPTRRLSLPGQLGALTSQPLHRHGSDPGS
# KCNQ1 block – inhibitors of human KCNQ1 channel, primary screen, cell-based, thallium flux, high-throughput. CHO-K1 KCNQ1, FluxOR thallium flux fluorescence; active compounds read high. B-score at 10 µM. 310,000 tested, 1.3% active;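 active means compounds whose thallium flux B-score, printed positive for inhibition, exceeds three library SD while starting fluorescence stays within three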;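 further: channel opened by potassium depolarization with thallium stimulus after 20 min compound exposure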
# KCNK3 block – human KCNK3 channel inhibitors, primary screen, CHO cells, FluxOR thallium flux, B-score; FluxOR fluorescence; active compounds read low; B-score at 10 µM; 340,000 tested, 0.84% active;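 active means B-score under library mean minus 4 SD, starting fluorescence ratio at most library mean plus 5 SD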;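 further: more negative B-score means stronger inhibition of thallium flux through KCNK3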
# TMEM16A inh – TMEM16A chloride channel inhibitors, primary screen, cell-based, HTS; normalized B-score (activity score, 25-100; higher = stronger inhibition) at 10 µM; AID 588511, 2011; Anoctamin-1 (Mus musculus), Q8BHY3; 310,000 tested, 1.2% active; HEK293 TMEM16A/YFP iodide influx fluorescence, ionomycin;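 active means ratio plate-corrected score three or more library SD toward inhibition, starting fluorescence score within five deviations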;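 further: score derived from kinetic fluorescence span divided by baseline fluorescence per well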
# KCNQ1 act – potentiators or activators of KCNQ1 channel, primary screen, cell-based, thallium flux, high-throughput; CHO-K1 KCNQ1, thallium flux FluxOR fluorescence; active compounds read high; B-score at 10 µM; 310,000 tested, 0.35% active; AID 2648, 2010;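 active means fluorescence ratio B-score, a plate-corrected score, at least three library SD, with initial intensity B-score within 5 SD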
#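 Assay system: CHO-K1 cells stably expressing KCNQ1; Medium: assay buffer with matched DMSO; Also added: K+/Tl+ depolarizing stimulus; Dosing: single dose; Timing: dye 90 min, compound 20 min, room temperature; Measured by: kinetic FluxOR thallium fluorescence, 10-s 1-Hz baseline, 110-s post-stimulus read; Read-out: peak-minus-minimum fluorescence over initial fluorescence, negative-control normalized, B-scored.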
# TRPC4 act – activators of mouse TRPC4 channel, primary screen, Fluo4 calcium, HEK293 TRPC4beta/mu-opioid cells | Short transient receptor potential channel 4 (Mus musculus), Q9QUQ5 | Fluo4 calcium fluorescence; active compounds read high | B-score at 10 µM | 310,000 tested, 0.49% active | AID 2237, 2010;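 active means B-score above 5 SD of library B-scores, and initial fluorescence ratio not above library mean plus 5 SD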;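 further: positive B-score marks a calcium rise read as TRPC4 activation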
#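 Assay system: HEK293 stable line with TRPC4beta plus mu-opioid receptor; schedule: 45 min room-temperature Fluo4 loading, 110 s read; technique: kinetic Fluo4 calcium fluorescence; evaluation: integrated baseline-normalised fluorescence ratio, converted to per-well B score; controls: buffer (low) and maximal DAMGO (high)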
# TRPC4 PAM – positive allosteric modulators of TRPC4, primary screen, cell-based, mouse TRPC4beta, HEK293 mu-opioid, Fluo-4 calcium | Short transient receptor potential channel 4 (Mus musculus), Q9QUQ5 | DAMGO EC20, Fluo-4 Ca2+ flux; active compounds read high | B-score at 10 µM | 310,000 tested, 0.42% active | AID 2227, 2009;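 active means B-score of calcium response area above 5 SD of library B-scores, with initial fluorescence ratio within 5 SD of library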;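 further: B-score of integrated fluorescence ratio over time as area under calcium response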
# * marks the source's active call; other numbers are inactive results; i = inactive; x = no result given. The list is partial, so the mix of outcomes need not match the whole.
SMILES,KCNK9 block,HDAC3 inh,ANO1 activ,Dyrk1A ADPGlo,hERG rescue,KCNQ1 block,KCNK3 block,TMEM16A inh,KCNQ1 act,TRPC4 act,TRPC4 PAM
O=C(CSc1nc(-c2ccco2)cc(C(F)(F)F)n1)Nc1ccc(C(=O)N2CCCCC2)cc1,i,-4,i,6,-15,i,i,i,i,i,i
CC(C)c1onc(C(=O)NC(C)c2ccccc2)c1[N+](=O)[O-] (stereo not given),i,3,i,-5,-1,i,i,i,i,i,i
COC(=O)c1cc(C(=O)OCC(=O)NC(=O)c2ccccc2)cc([N+](=O)[O-])c1,i,1,i,15,-16,i,i,i,i,i,i
O=C(CCNC(=O)Cn1ccc2ccccc2c1=O)NCCc1ccc(Cl)cc1,i,6,i,x,-9,i,i,i,i,i,i
CN(C)C(CNC(=O)CNC(=O)Cc1cccc2ccccc12)c1ccccc1 (stereo not given),i,0,i,-4,-6,i,i,i,i,i,i
O=C(c1ccccc1)N1CCN(C(=O)c2ccc(OC(F)(F)F)cc2)CC1,i,-2,i,3,-7,i,i,i,i,i,i
CCN(C(=O)COC(=O)c1cc(S(=O)(=O)Nc2c(C)n(C)n(-c3ccccc3)c2=O)ccc1Cl)C1CCCCC1,i,4,i,5,-16,i,i,i,i,i,i
CC(=O)N(CC1CCCO1)c1nnc(-c2cnccn2)s1 (stereo not given),i,8,i,5,2,i,i,i,i,i,i
CCN(CC)c1nc(OC)nc(-n2nnc(C(C)=O)c2C)n1,i,2,i,-7,-12,i,i,i,i,i,i
COCCNC(=O)Cn1c(=O)n(Cc2ccc(C(=O)NCc3ccco3)cc2)c(=O)c2ccccc21,i,0,i,-4,-4,i,i,i,i,i,i
CCOc1ccc(-n2nnnc2SCC(=O)Nc2cccc(O)c2)cc1,i,1,i,7,-4,i,i,i,i,i,i
NS(=O)(=O)c1ccc(CCNC(=O)CCCC2=NS(=O)(=O)c3ccccc3N2)cc1,i,-13,i,2,-10,i,i,i,i,i,i
O=C(Nc1cnn(Cc2ccccc2)c1)NC12CC3CC(CC(C3)C1)C2,i,-8,i,5,-7,i,i,i,i,i,i
COc1ccc2c(c1OC)C(=O)OC2Nc1nc(-c2ccc([N+](=O)[O-])cc2)cs1 (stereo not given),i,x,i,-7,-7,i,i,i,i,i,i
Cc1ccc(C)c(/C(O)=C2\C(=O)C(=O)N(Cc3cccnc3)C2c2cccnc2)c1 (stereo not given),i,-1,i,-3,-3,i,i,i,i,i,i
Cc1cc(C)c(S(=O)(=O)NCC(=O)NCc2cc(=O)n(C)c(=O)n2C)c(C)c1,i,2,i,-1,-13,i,i,i,i,i,i
COc1ccc(-n2c(COc3ccccc3)nnc2SCc2ccc(C#N)cc2)cc1,i,6,i,-2,-11,i,i,i,i,i,i
O=S(=O)(c1cccs1)N1CN(CC2CCCO2)c2nc3ccccc3nc21 (stereo not given),i,-10,i,7,-3,i,i,i,i,i,i
COc1ccc2[nH]c(=O)c(CN(Cc3cccs3)S(=O)(=O)c3c(C)ccc4nsnc34)cc2c1,i,-2,i,2,-17,i,i,i,i,i,i
CCOCCn1cnc2sc(C(=O)Nc3nc(C)c(C(=O)OCC)s3)c(C)c2c1=O,i,-1,x,x,-6,i,x,i,i,i,i
Cc1nnc(C)n1/N=C/c1ccccn1,i,-4,i,-3,-7,i,i,i,i,i,i
COc1cc2c(cc1OC)CN(C(=O)CSc1nnc3scc(-c4ccccc4)n13)CC2,i,8,i,11,-9,i,i,i,i,i,i
CC(C)COc1ccc(-c2nn(-c3ccccc3)cc2C(=O)Nc2nccs2)cc1,i,14,i,-5,14*,i,i,i,9*,i,i
Cc1c(NC(=O)c2ccc([N+](=O)[O-])o2)cccc1-c1nc2ncccc2o1,i,3,i,2,-14,i,i,i,i,i,i
COc1cc(C(=O)N2CCC(n3c(C)nc4cc(F)ccc43)CC2)cc(OC)c1OC,i,3,i,3,-5,i,i,i,i,i,i
O=C(Nc1cccc(C(F)(F)F)c1)c1cccnc1N1CCCC1,i,-5,i,10,0,i,i,i,i,i,i
CCN(Cc1ccccc1)C(=O)c1ccc(NC(=O)c2ccc(OC)cc2)cc1,i,9,i,3,-4,i,i,i,i,i,i
CCOc1ccc(CC(=O)Nc2c(C(N)=O)oc3ccccc23)cc1OCC,i,-5,i,-3,-6,i,i,i,i,i,i
CC(=O)c1sc2nc(CSc3nncn3C)[nH]c(=O)c2c1C,i,2,i,-2,-10,i,i,i,i,i,i
COc1cccc(NC(=O)CSc2nc3c(sc4ccccc43)c(=O)n2CCCN2CCCC2)c1,i,-1,i,1,-14,i,i,i,i,i,i
Cc1nc(Cl)c(C(=O)NC(=O)NCc2ccccc2)c(C)c1Cl,i,x,i,0,-9,i,i,i,i,i,i
CC1=C(OC(=O)c2ccccc2)C(C)(C)C(c2ccccc2)OC1=O (stereo not given),i,-1,i,6,-6,i,i,i,i,i,i
CCn1c(=O)c(C(=O)NCc2ccccn2)c(O)c2ccccc21,i,1,i,-5,-11,i,i,i,i,i,i
CC(=O)c1ccc(NC(=S)NC2CCCC(C)C2C)cc1 (stereo not given),i,4,i,-7,-12,7*,i,i,i,i,i
CC(Sc1nc(-c2ccc(F)cc2)cs1)C(=O)N1c2ccccc2CC1C (stereo not given),i,9,i,4,-8,i,i,i,i,i,i
COc1cccc(-c2cc(C(=O)NCc3ccco3)no2)c1,i,5,i,10,-8,i,i,i,i,i,i
O=C(CO)N/N=C/c1c2ccccc2cc2ccccc12,i,0,i,2,-5,i,i,i,i,i,i
COc1ccc(NS(=O)(=O)c2ccc(N3CCN(CCO)CC3)c([N+](=O)[O-])c2)cc1,i,5,i,-2,-7,i,i,i,i,i,i
COc1ccc(OC)c(Cc2nnc(CCC(=O)NC3CCCCC3)o2)c1,i,-2,i,0,-8,i,i,i,i,i,i
CCOC(=O)C1(CCCc2ccccc2)CCN(C(=O)CCCn2cncn2)CC1,i,-2,i,0,-25,i,i,i,i,i,i
O=C(Nc1ccc(F)cc1)N1CCN2C(=O)c3ccccc3C12c1ccccc1 (stereo not given),i,-1,i,3,-12,i,i,i,i,i,i
Cc1ccc(OC(=O)c2cccc(C(=O)Oc3ccc(C)cn3)n2)nc1,i,1,x,x,-6,i,x,i,i,i,i
CC1(C)CC(=O)C2=C(C1)Nc1ccccc1N(C(=O)C1CC1)C2c1ccco1 (stereo not given),i,-2,i,8,-4,i,i,i,i,i,i
C=C(C)CSc1[nH]c(=O)cc(C)c1C#N,i,-1,i,-1,-6,i,i,i,i,i,i
Cc1cc(C)c(NC(=O)CSc2nc3ccc(N4C(=O)c5ccccc5C4=O)cc3s2)c(C)c1,i,2,i,-4,-11,i,i,i,i,i,i
O=C(N/N=C\c1ccc(F)cc1)c1cc(OCC(F)(F)F)ccc1OCC(F)(F)F,i,8,i,-1,-4,i,i,i,i,i,i
Cc1ccc(NC(=O)c2cc(N3C(=O)C=CC3=O)ccc2N2CCOCC2)cc1Cl,i,6,i,-2,1,i,i,i,i,i,i
O=C(CCSc1ccccc1)NCCN1CCOCC1,i,-2,i,-2,-8,i,i,i,i,i,i
CCOc1ccc(N(CC(=O)NC(C)(C)C)S(=O)(=O)c2c(C)noc2C)cc1,i,3,i,-2,0,i,i,i,i,i,i
CCC(NC(=O)c1ccccc1Br)c1ccccc1 (stereo not given),i,3,i,4,-20,i,i,i,i,i,i

# Later entries
SMILES,KCNK9 block,HDAC3 inh,ANO1 activ,Dyrk1A ADPGlo,hERG rescue,KCNQ1 block,KCNK3 block,TMEM16A inh,KCNQ1 act,TRPC4 act,TRPC4 PAM
Cn1c(=O)cc(Nc2ccccc2)[nH]c1=O,i,-2,i,6,-6,i,i,i,i,i,i
Nc1cccc(-c2nc3ncccc3o2)c1,i,3,i,2,-5,i,i,i,i,i,i
COc1ccccc1S(=O)(=O)Nc1cc(C)nn1-c1ccc(C)cc1,i,-3,i,2,-13,i,i,i,i,i,i
Cc1ccccc1N1C(=O)N(c2cccc(C(F)(F)F)c2)C2CS(=O)(=O)CC21 (stereo not given),i,1,i,3,-1,i,i,i,i,i,i
N/C(=N\O)c1ccc(Cl)cc1Cl,i,11,i,x,-6,i,i,i,i,i,i
Cc1oc(-c2ccccc2F)nc1CS(=O)(=O)CC(=O)N1CCOCC1,i,-8,i,-5,-9,i,i,i,i,i,i
CCCCCN(C(=O)CCC(=O)OCCOc1ccc(OCC)cc1)c1c(N)n(CCCC)c(=O)[nH]c1=O,i,5,i,1,-19,i,i,i,i,i,i
Cc1ccc(C=Nc2ccc(N(C)C)cc2)o1,i,7,i,-1,-10,i,i,i,i,i,i
COc1cccc(-c2nnc(NC(=O)c3ccc(S(=O)(=O)N4CCOCC4)cc3)o2)c1,i,0,i,x,-5,i,i,i,i,i,i
CC(C)c1ccc(OCC(=O)Nc2ccccc2C(=O)N2CCOCC2)cc1,i,2,i,2,-8,i,i,i,i,i,i
Nc1[nH]c(=S)[nH]c(=O)c1-c1ccccc1,x,4,i,-4,x,x,i,i,x,x,x
COC(=O)CSc1nnc(-c2ccco2)n1-c1ccc(C)cc1,i,1,i,3,-5,i,i,i,i,i,i
COC(=O)c1ccccc1C(=O)N(c1ccccc1)c1ccccc1,i,-7,i,x,-2,i,i,i,i,i,i
Cc1cc(C)n2c3c(c(C#N)c2n1)CC(C)(C)OC3,i,3,i,4,-7,i,i,i,i,i,i
